# Compound activity from PubChem.
# H37Rv inhibition = M. tuberculosis growth inhibition, HTS (AID 449762) | M. tuberculosis H37Rv growth inhibition, 7H9 media; higher % means a stronger effect | one-dose inhibition, % at 25 µM; IC50 in µM for titrated hits | 0.59% of 330,000 active; in the data active means a potency from the dose series; inconclusive means inhibition above about 70% without an active follow-up result;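 further: bacterial growth assessed after seven days of incubation; strong numbers were not always called active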
# VEEV TC-83 Vero = inhibitors of VEEV TC-83 cytopathic effect, confirmation, Vero cells (AID 588727); Vero cells, VEEV TC-83 cytopathic effect inhibition; higher % means a stronger effect; inhibition, % at 20 µM, or IC50 in µM where a hit was titrated; 0.13% of 350,000 active; in the data active means a potency from the dose series; inconclusive means inhibition mostly from about 14% at the one dose, without a potency; inactive means the rest, 99 in 100 with inhibition below about 12%; further: strong numbers were not always called active
# PhoP GFP inhibition = PhoP regulon inhibitors, Salmonella typhi PhoP promoter GFP reporter, confirmatory (AID 1850). Salmonella Typhi PhoP-promoter GFP reporter, fluorescence, 4 h; higher % means a stronger effect. one-dose inhibition, % at 50 µM; IC50 in µM for titrated hits. 0.33% of 310,000 active; in the data active means a potency from the dose series; inconclusive means inhibition mostly from about 25% at the one dose, without a potency; inactive means the rest, 99 in 100 with inhibition below about 19%;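 further: 0% = induced wells with vehicle and 100% = uninduced wells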
# influenza NS1A = NS1A inhibition, H1N1 influenza, cell based functional assay (AID 504329) | 0.3% of 340,000 active | inhibition, % at 12.5 µM, or IC50 in µM where a hit was titrated | NS1A functional cell-based assay, percent inhibition; higher % means a stronger effect; in the data active means a potency from the dose series; inconclusive means inhibition above about 27% without an active follow-up result; further: strong numbers were not always called active
# M. tuberculosis = growth inhibition of non-replicating M. tuberculosis (AID 488890); Mycobacterium tuberculosis non-replicating, growth inhibition; higher % means a stronger effect; inhibition, % at 25 µM; hits with a dose series show IC50 in µM; 0.39% of 320,000 active; in the data active means a potency from the dose series; inconclusive means inhibition mostly from about 82% at the one dose, without a potency; inactive means the rest, 99 in 100 with inhibition below about 76%;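 further: plate controls were DMSO cells for no effect and high antibiotic wells for full effect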
# VEEV TC-83 Vero 10K pilot screen = second read-out of VEEV TC-83 Vero, no call of its own (marks repeat the call); inhibition, %; measured here: 10K pilot screen inhibition
# * hit, by the source's call; i = inactive; ? = inconclusive; / = not tested or not shown; & = joins results of further samples.
SMILES,H37Rv inhibition,VEEV TC-83 Vero,PhoP GFP inhibition,influenza NS1A,M. tuberculosis,others
O=C(Nc1nc(-c2ccccc2)cs1)c1ccc2c(c1)S(=O)(=O)c1ccccc1C2=O,5%,i,1%,7%,-6%,
COc1nc(C)nc2c1sc1nc3c(cc12)COC(C)(C)C3,-8%,3.2%,-14%,-2%,-10%,
COC(=O)CCC(=O)N1CCCC(C(=O)c2ccc(Cl)cc2C)C1 (stereo not drawn),6%,0.7%,0%,-1%,78%,
O=C(CNc1ccccc1)Nc1cccc2ccccc12,9%,0.7%,-2%,-37%,67%,
CCC(c1nnnn1CCOC)N(Cc1cc2cc(C)c(C)cc2[nH]c1=O)CC1CCCO1 (stereo not drawn),3%,4.0%,7%,-4%,39%,
Cc1oc(-c2ccc(Cl)cc2)nc1CS(=O)CC(=O)NCCCN1CCOCC1 (stereo not drawn),1%,1.4%,4%,6%,11%,
CCOc1ccc(N2CC(C(=O)Nc3ccncc3)CC2=O)cc1 (stereo not drawn),0%,2.2%,2%,-1%,7%,
O=C(NCc1cccnc1)c1cn(-c2ccccc2)nc1-c1ccccc1,1%,1.4%,14%,4%,-1%,
Cc1cc(C)n(-c2nc3ccccc3c(=O)n2OCC(N)=O)n1,13%,0.7%,-2%,0%,30%,
Cc1ccn(S(=O)(=O)c2ccc(N3CCCC3=O)cc2)n1,-1%,0.8%,-2%,9%,-4%,
COc1ccc(-c2nc3ccccc3n2CCC(C)C)cc1OC,7%,6.0%,11%,-17%,2%,
Cc1sc2nc(CSC(C)C(=O)Nc3ccc(Cl)cn3)[nH]c(=O)c2c1C (stereo not drawn),-5%,2.0%,/,-19%,-6%,
CCCc1[nH]nc2c1C1(CCN(C(=O)OCc3ccccc3)CC1)C(C#N)=C(N)O2,4%,9.7%,9%,-4%,5%,
CN1CCc2c(OCC(=O)N3CCC(Cc4ccccc4)CC3)cccc2C1=O,5%,2.8%,-3%,4%,68%,
CCOP(=O)(Cc1cc(C(=O)CC)c(C)o1)OCC,-2%,i,-17%,/,-22%,
CC(Sc1nc2ccccc2c(=O)n1Cc1ccco1)C(=O)c1ccccc1 (stereo not drawn),1%,5.4%,7%,-6%,-15%,
CC(=O)N(O)CCCCCNC(=O)CCC(=O)N(O)CCCCCNC(=O)CCC(=O)N(O)CCCCCN,-1%,1.3%&1.0%,-4%,-2%&8%,1%,
CCCCCc1c(C)nc(N2CCOCC2)[nH]c1=O,0%,4.6%,-1%,-7%,0%,
Cc1cccc2cc(COC(=O)c3ccccc3)c(=O)[nH]c12,6%,11%,-3%,-3%,-5%,
Cc1cc(C)nc(NS(=O)(=O)c2ccc(NC(=O)Cc3ccc(F)cc3)cc2)n1,-2%,i,-3%,-4%,7%,
COC(=O)c1cc(C#N)c(N2CCOCC2)nc1C,-5%,1.2%,8%,-2%,-2%,
COc1ccc(-c2ccc(SC)nn2)cc1,1%,i,22%,2%,21%,
COC(=O)c1scc(C)c1N/N=C(\C)c1cc(F)c(Cl)cc1F,-5%,i,-1%,1%,-6%,
CCOC(=O)CN1CCS(=O)(=O)CC1,1%,0.9%,7%,-7%,-1%,
CC(CCc1ccccc1)NC(=O)C1CCN(S(=O)(=O)c2ccc(F)cc2)CC1 (stereo not drawn),-6%,0.9%,-5%,1%,34%,

# Brought forward from above: 2 compounds, then new ones.
SMILES,H37Rv inhibition,VEEV TC-83 Vero,PhoP GFP inhibition,influenza NS1A,M. tuberculosis,others
CCOC(=O)CN1CCS(=O)(=O)CC1,1%,0.9%,7%,-7%,-1%,
CC(CCc1ccccc1)NC(=O)C1CCN(S(=O)(=O)c2ccc(F)cc2)CC1 (stereo not drawn),-6%,0.9%,-5%,1%,34%,
Cc1ccc(-c2nnc(-n3ncc(C#N)c3N)c3ccccc23)cc1C,7%,1.4%,-5%,-6%,15%,
COc1ccc(/C=N\NC(=O)CC(=O)Nc2cccc(Cl)c2)cc1OC,-2%,0.6%,4%,7%,9%,
CC(C)[C@H](NC(N)=O)C(=O)Nc1ccc(F)c(Cl)c1,-10%,11%,2%,0%,-8%,
O=C(CNC(=O)c1ccccc1)OCc1nc2ccccc2s1,2%,0.4%,-11%,0%,65%,
Cc1noc(/C=C/N(C)C)c1S(=O)(=O)N1CCC(C(=O)NC(C)(C)C)CC1,-14%,2.3%,2%,4%,35%,
CCCN(CC(=O)Nc1cc(C)on1)CC(=O)Nc1ccccc1C,-13%,0.6%,/,-9%,19%,
COC(=O)c1cc(-c2c(-c3ccc4c(c3)OCO4)noc2-c2ccsc2)cc([N+](=O)[O-])c1,-6%,0.9%,1%,2%,-2%,
COc1cc2ccccc2cc1C(=O)NC1CCC(C)CC1 (stereo not drawn),70%,7.7%,/,-10%,74%,
Cc1cc2c([nH]c3ccccc32)c(C)n1,-8%,0.2%,-4%,-1%,5%,
O=C(CCN1C(=O)/C(=C/c2ccc(F)cc2)SC1=S)N[C@@H](CO)Cc1ccccc1,-6%,?,3%,-4%,-5%,
O=C(O)c1ccccc1-c1ccccc1C(=O)NCc1ccco1,-7%,0.6%,-7%,7%,14%,
COc1cccc(C(=O)Nc2c(C)n[nH]c2C)c1,1%,0.1%,-8%,2%,1%,
O=c1cc2c(c(-c3ccccc3)n1Cc1ccccc1)[C@@H](CCO)NC2,/,i,/,-19%,/,
O=S(=O)(c1ccc(Cl)s1)N1CCc2ccccc2C1,7%,i,0%,1%,16%,
O=C1C(Nc2ccc(O)cc2)=C/C(=N/S(=O)(=O)c2cccs2)c2ccccc21,/,0.2%,/,18µM*,/,
Cc1ccc(S(=O)(=O)N2CCOC23CCN(C(=O)c2cc(Cl)ccc2Cl)CC3)cc1,2%,0.2%,6%,-6%,14%,
COc1ccc(/C=C/C(=O)Nc2cccnc2Cl)cc1,4%,1.9%,12%,-6%,29%,
CC(C)(C)N(CC#CCC1(O)c2ccccc2-c2ccccc21)CCO,3%,i,6%,-6%,11%,
O=S1CC/C(=N\O)c2ccccc21 (stereo not drawn),-23%,0.4%,7%,2%,-12%,
Cc1cc(=O)c(C(=O)O)nn1-c1ccccc1Cl,-4%,2.3%,0%,-5%,-5%,
O=c1c2c(-c3cccs3)csc2ncn1-c1ccc(Br)cc1,?,6.3%,12%,-5%,38%,
CCN(CC)S(=O)(=O)c1cc(NC(=O)c2n[nH]c(=O)c3ccccc23)ccc1C,14%,2.4%,1%,-1%,-1%,
CC1(C)OC(=O)C(=NNc2ccccc2C(=O)O)C(=O)O1,4%,i,-2%,0%,24%,
O=C(CSCc1ccccc1)Nc1cccc(C(=O)Nc2ccc(C(=O)O)cc2)c1,-2%,1.1%,25%,1%,-5%,
O=C1NC2(CCCCCC2)C(=O)N1Cc1ccccc1,7%,0.2%,-18%,20%,0%,
# Continued:
SMILES,H37Rv inhibition,VEEV TC-83 Vero,PhoP GFP inhibition,influenza NS1A,M. tuberculosis,others
COc1ccc(-c2nn3c(C4CCCCC4)nnc3s2)cc1OC,44%,2.6%,-11%,-7%,39%,
CCOc1ccc(-n2cc(C(=O)NCCOC)c3cc(OC)c(OC)cc3c2=O)cc1,10%,2.6%,-7%,-5%,-10%,
CCCCCN(C(=O)COC(=O)COc1c(C)cc(C)cc1C)c1c(N)n(CCCC)c(=O)[nH]c1=O,13%,1.1%,-6%,8%,14%,
CC(C)(C)NC(=O)NC(=O)CN1CCc2ccccc21,6%,1.4%,-1%,-2%,25%,
COc1ccc(-c2ncncc2-c2csc(C)n2)c(O)c1OC,-5%,0.3%,-14%,-7%,1%,
Cc1cccc2sc(NC(=O)c3ccc(OCC4CCCO4)cc3)nc12 (stereo not drawn),-1%,0.3%,0%,-4%,24%,
N#CC1(NC(=O)CSc2nnc(-c3ccccc3F)o2)CCCCC1,-1%,i,7%,-2%,58%,
O=C(CN1C(=O)NC2(CCc3ccccc32)C1=O)NCc1cccc(C(F)(F)F)c1 (stereo not drawn),-9%,3.7%,/,-15%,0%,
CC[N+](C)(CC)CCOC(=O)C1c2ccccc2Oc2ccccc21,0%,2.5%,-17%,-1%,13%,
COc1ccc(OC)c(NC(=O)c2cc3ccccc3cc2OC)c1,-4%,2.9%,-6%,0%,65%,
COC(=O)c1cc(NC2c3ccccc3C(=O)N2Cc2ccco2)cc(C(=O)OC)c1 (stereo not drawn),-8%,4.7%,-9%,31%,9%,VEEV TC-83 Vero 10K pilot screen=0.1
O=C(NC(NC(=S)Nc1ccccc1Cl)C(Cl)(Cl)Cl)c1cccc(Cl)c1 (stereo not drawn),-3%,13%,-3%,-5%,?,
O=C(NCCc1ccccc1)C1CCN(C2CCN(C(=O)CC3=CCCCC3)CC2)CC1,-18%,1.1%,4%,-2%,-6%,
O=C(NCCc1ccccc1)c1ccc(CS(=O)(=O)Cc2ccccc2F)o1,-2%,i,-1%,-4%,4%,
CCCC(=O)NC(=S)Nc1ccccc1C(F)(F)F,/,2.6%,-12%,2%,66%,
CC(=O)Nc1ccc(-c2csc(NC(=O)CCCc3cccs3)n2)cc1,10%,1.7%,1%,0%,62%,
c1ccc(COc2ccc(CNCc3cccnc3)cc2)cc1,17%,2.5%,-3%,9%,43%,
Cc1ccc(C2=Nc3cccnc3C(c3ccccc3)=NN2)cc1,9%,5.4%,0%,6%,2%,
Cc1cc2nc(C3CCN(Cc4nnnn4Cc4cccs4)CC3)[nH]c2cc1C,7%,5.0%,-1%,2%,23%,
[C-]#[N+][C@H](O[C@@H]1O[C@H](CO)[C@@H](O)[C@H](O)[C@H]1O)c1ccccc1,-6%,1.6%,-1%,-9%,-7%,
CCN(C(=O)CSc1nnc(C)n1Cc1ccccc1)C1CCS(=O)(=O)C1 (stereo not drawn),-3%,0.9%,6%,5%,0%,
Cc1cc(-c2nn(-c3ccccc3F)cc2CN2CCC(C(N)=O)CC2)c(C)s1,-11%,0.9%,10%,-12%,14%,
CCc1nnc(NC(=O)C2=NN(C3CCS(=O)(=O)C3)C(=O)CC2)s1 (stereo not drawn),0%,1.2%,5%,10%,-1%,
CCc1ccccc1NC(=O)CSc1ccsc1[N+](=O)[O-],-7%,0.7%,-1%,22%,71%,
Cc1onc(-c2ccccc2)c1C(=O)N1CC(C)OC(C)C1 (stereo not drawn),-3%,i,-7%,5%,-6%,

# Structures shown so far that contain a CF3 group, in the order listed:
SMILES,H37Rv inhibition,VEEV TC-83 Vero,PhoP GFP inhibition,influenza NS1A,M. tuberculosis,others
O=C(CN1C(=O)NC2(CCc3ccccc32)C1=O)NCc1cccc(C(F)(F)F)c1 (stereo not drawn),-9%,3.7%,/,-15%,0%,
CCCC(=O)NC(=S)Nc1ccccc1C(F)(F)F,/,2.6%,-12%,2%,66%,

# (cont.)
SMILES,H37Rv inhibition,VEEV TC-83 Vero,PhoP GFP inhibition,influenza NS1A,M. tuberculosis,others
CCCOc1ccc(N2C(=O)CC(N(CCc3ccc(OC)c(OC)c3)C(=S)Nc3ccccc3)C2=O)cc1 (stereo not drawn),5%,0.6%,-8%,-6%,-1%,
O=S(=O)(c1ccc(F)cc1)N1CCc2ccccc21,-2%,i,7%,1%,5%,
CN(C)c1ccc(C(=O)OCC#CCSc2nnc(-c3cccc4ccccc34)o2)cc1,-2%,0.3%,/,18%,-14%,
COC(=O)c1c(-c2ccccc2)csc1N,8%,1.5%,-5%,8%,11%,
CCOC(=O)OC(C)OC(=O)[C@@H]1N2C(=O)[C@@H](NC(=O)[C@H](N)c3ccccc3)[C@H]2SC1(C)C (stereo partly drawn),-5%,0.9%,4%,-2%,-21%,
CC1CCc2c(sc3c2C2=NS(=O)(=O)CCN2C=N3)C1 (stereo not drawn),-11%,3.4%,-12%,-22%,2%,
C=C(C)C(=O)Nc1cccc(C2=NOC3(C2)C[C@@H](C(N)=O)N(C(=O)c2ccc(OC)cc2)C3)c1 (stereo partly drawn),-5%,1.5%,0%,9%,2%,
CC(=O)Nc1ccc(S(=O)(=O)NCc2nc(-c3ccccc3C)no2)cc1,-3%,1.4%,3%,3%,-2%,
Cc1ccc(CNC(=O)CCC(=O)Nc2nnc(C)s2)cc1,2%,0.3%,38%,-4%,4%,
Cc1nnsc1C(=O)Nc1cccc(Cl)c1,8%,i,8%,-6%,4%,
Nc1ccccc1C(=O)OC1CSC1,0%,0.1%,-14%,-1%,8%,

# A stretch from further up, for reference:
SMILES,H37Rv inhibition,VEEV TC-83 Vero,PhoP GFP inhibition,influenza NS1A,M. tuberculosis,others
CN(C)c1ccc(C(=O)OCC#CCSc2nnc(-c3cccc4ccccc34)o2)cc1,-2%,0.3%,/,18%,-14%,
COC(=O)c1c(-c2ccccc2)csc1N,8%,1.5%,-5%,8%,11%,
CCOC(=O)OC(C)OC(=O)[C@@H]1N2C(=O)[C@@H](NC(=O)[C@H](N)c3ccccc3)[C@H]2SC1(C)C (stereo partly drawn),-5%,0.9%,4%,-2%,-21%,
